Gli-Sufu antag – antagonists of Gli-Sufu signaling; Sufu-KO-LIGHT fibroblasts, Gli luciferase reporter luminescence; inhibition, % at 5 µM; actives 0.74% (n = 340,000); AID 588413;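 active = inhibition above about 55%, limit read from the data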;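 also: 0% = DMSO-treated cells and 100% = wells with medium but no cells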
CCR6 antagonist – CCR6 (human) receptor antagonism; P51684; CHO-K1 CCR6 PathHunter beta-arrestin, luminescence, CCL20-stimulated; inhibition, % at 20 µM; actives 0.49% (n = 340,000); AID 493098;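 active = compounds whose inhibition of the agonist-driven luminescence signal at 20 µM reaches about 50%, limit read from the data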;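 also: cells stimulated with CCL20 at 14 nM final; plate controls were DMSO with CCL20 for no effect and DMSO without agonist for full effect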
Apaf-1 inh – inhibitors of human Apaf-1 apoptosome. O14727. reconstituted apoptosome caspase-3 activity, DEVD-Rh110 fluorescence. inhibition, % at 20 µM. actives 0.71% (n = 330,000). AID 489030; active = inhibition of at least 40% at 20 µM;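 also: plate controls were DMSO wells for no effect and DEVD-CHO caspase inhibitor wells for full effect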
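System: reconstituted apoptosome with Apaf-1, cytochrome c, caspase-9, procaspase-3, dATP; Signal: Rh110 fluorescence intensity; Schedule: 30 min compound preincubation, 50 min activation, room temperature; Reagent: cytochrome c trigger plus (Z-DEVD)2-Rh110 caspase-3 substrate.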
697 NFkB inh – lowers PMA/ionomycin-induced NF-kB signal in 697 B cells | actives 0.33% (n = 330,000) | inhibition, % at 4 µM | AID 435022 | 697 B-cell NF-kB luciferase reporter, 16 h; in the data active = inhibition above about 35%
UBC13 inh – human UBC13 polyubiquitination inhibition; inhibition, % at 20 µM; actives 0.47% (n = 330,000); AID 485273; P61088; UBC13 polyubiquitin chain formation, TR-FRET; in the data active = inhibition above about 45%, passing the limit was not always enough
Target sequence (P61088 whole entry, looked up): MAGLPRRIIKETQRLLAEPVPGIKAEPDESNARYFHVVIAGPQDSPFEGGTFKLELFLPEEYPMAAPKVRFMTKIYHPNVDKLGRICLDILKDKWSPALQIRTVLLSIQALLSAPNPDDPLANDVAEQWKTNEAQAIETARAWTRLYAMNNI
Jurkat NFkB inh – lowers PMA/ionomycin-induced NF-kB signal in Jurkat cells. inhibition, % at 4 µM. actives 0.53% (n = 330,000). PMA/ionomycin-induced NF-kB luciferase reporter, luminescence
EBI2 block – blocks human EBI2 receptor beta-arrestin signaling; P32249; AID 651636; actives 0.81% (n = 360,000); inhibition, % at 5 µM; EBI2 beta-arrestin recruitment, luminescence, 7a,25-OHC stimulated; in the data active = inhibition above about 38%;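 also: enzyme fragment complementation signal reports receptor beta-arrestin coupling in cells; 0% = agonist plus DMSO wells and 100% = wells without agonist; some results beyond the cut were filed as inactive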
Target sequence (P32249 whole entry, looked up, the tested form may be a part): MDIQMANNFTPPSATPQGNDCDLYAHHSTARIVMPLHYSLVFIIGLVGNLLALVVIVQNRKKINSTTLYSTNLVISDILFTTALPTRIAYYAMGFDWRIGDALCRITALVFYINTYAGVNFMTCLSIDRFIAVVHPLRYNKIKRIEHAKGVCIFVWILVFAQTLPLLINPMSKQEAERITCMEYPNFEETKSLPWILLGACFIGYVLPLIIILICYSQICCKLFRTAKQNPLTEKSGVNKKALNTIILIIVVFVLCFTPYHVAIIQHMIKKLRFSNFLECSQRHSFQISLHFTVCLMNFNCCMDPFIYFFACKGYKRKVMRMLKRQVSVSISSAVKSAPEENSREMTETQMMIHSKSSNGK
SENP8 block – SENP8 protease inhibition; Q96LD8; purified SENP8, Z-RLRGG-aminoluciferin cleavage, luminescence; inhibition, % at 10 µM; actives 1.2% (n = 330,000); AID 2540
Target sequence (Q96LD8 whole entry, looked up): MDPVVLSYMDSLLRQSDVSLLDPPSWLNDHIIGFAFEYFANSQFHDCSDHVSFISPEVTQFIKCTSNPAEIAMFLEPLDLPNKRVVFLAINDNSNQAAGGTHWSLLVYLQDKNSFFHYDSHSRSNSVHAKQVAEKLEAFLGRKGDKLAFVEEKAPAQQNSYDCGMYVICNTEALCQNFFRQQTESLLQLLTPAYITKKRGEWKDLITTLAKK
* hit, by the source's call; · = no result given. Rule as the data show it, unless noted: active = inhibition above about 50%; inactive = the rest. The list is partial; count on the stated rates, not on these rows.

SMILES	Gli-Sufu antag	CCR6 antagonist	Apaf-1 inh	697 NFkB inh	UBC13 inh	Jurkat NFkB inh	EBI2 block	SENP8 block
CC(C)CC(C(=O)OCC(=O)Nc1ncc(Cl)cc1Cl)N1C(=O)c2ccccc2C1=O (stereo not given)	-3.9	18.3	10.4	13.4	-2.5	0.0	14.9	-0.9
Cc1nnsc1C(=O)Nc1cccc(Cl)c1C	20.8	-1.3	-1.3	11.6	-2.7	-2.1	-1.7	1.9
NCCCC[C@H]1CNC(=O)C(=O)N1CCCCC1CCCCC1	-1.3	3.9	6.2	0.3	13.1	0.2	-3.5	-4.3
O=C(c1ccc(S(=O)(=O)Nc2ccccc2Cl)cc1)N1CCOCC1	-5.9	2.1	-6.8	-11.4	2.7	15.4	4.4	-8.4
Cc1ccc2c(c1)-c1ncc(C(=O)c3cc(Br)ccc3O)cc1CO2	·	·	8.7	5.4	-1.0	-2.1	·	8.1
CCCCN(C)CCNC(=O)CCNC(=O)Cn1ccc2ccccc2c1=O	-12.8	11.1	0.8	-10.3	-10.7	1.3	-3.7	-18.7
COC(=O)CSc1nc(C(C)C)nc2ccccc12	-18.0	8.1	3.5	5.9	8.9	2.0	-7.6	3.1
O=C(OCc1nnc(-c2ccc([N+](=O)[O-])cc2)o1)C1CCN(C(=O)c2ccc(F)cc2)CC1	1.5	4.9	16.8	-0.4	-14.9	-4.9	-2.0	-6.8
O=C(NNC(=S)NC(=O)c1cccs1)c1ccc(NC(=O)c2ccccc2)cc1	43.7	34.4	5.8	-1.1	2.4	12.1	5.1	0.2
COc1nc(OC)nc(N2CCC(C(=O)NCc3ccco3)CC2)n1	-0.8	-2.0	2.2	5.2	-3.0	3.4	-3.3	-9.9
COC(=O)c1nn(-c2ccc(OC)cc2)c(=O)cc1O	-1.8	2.3	-2.0	7.1	4.1	-20.5	-5.8	2.0
Cc1ccc(C(=O)NC(=S)NNC(=O)CCN2CCOCC2)cc1	-3.2	6.1	-4.5	-9.3	-7.2	15.5	0.2	-9.8
CCSc1nnc(-c2ccc(OC)cc2)o1	-89.1	-0.1	-1.7	-98.0	3.0	-74.3	-8.5	17.5
Cc1ccc(NC(=O)CN2CCN(CCN=CC3=C(O)CC(C)(C)CC3=O)CC2)cc1	3.9	6.4	-7.2	-1.3	-4.7	-12.3	-8.0	-1.3
Cc1cccc(NC(=O)c2ccc(S(=O)(=O)N(C)c3ccccc3)cc2)n1	-16.0	16.5	5.6	-11.3	16.3	-8.2	6.4	2.1
CCCN1Cc2cccc(C(=O)NCCc3cccc(C)c3)c2C1=O	3.4	12.3	16.4	8.6	0.6	22.6	19.9	2.2
Cc1cc(C)c(OCC(=O)OCC(=O)NCC2CCCCC2)c(C)c1	-6.2	-2.3	0.1	6.8	-5.9	0.8	-8.8	-7.2
O=C1c2ccccc2C(=O)N1CCCCN(C(=O)c1cc([N+](=O)[O-])ccc1Cl)c1ccc(Cl)cc1	-10.7	2.1	15.4	-15.4	-9.5	0.0	6.8	-1.3
O=C1Nc2ccc(Br)cc2C1(O)Cc1ccncc1 (stereo not given)	14.8	-5.8	-13.7	17.8	6.8	8.1	-5.4	7.1
Cc1ccc(OCc2cc(C(=O)Nc3ccccc3)oc2C)cc1	-10.0	11.7	2.1	-1.0	1.9	-30.5	0.6	-2.8
CCOC(=O)c1c(NC(=O)C2=C(C)NC(=S)NC2c2ccc(CC)cc2)sc(C)c1C (stereo not given)	·	·	21.2	-3.2	0.8	0.3	·	-0.5
c1coc(CNc2nc(-c3ccncc3)cs2)c1	-30.2	5.3	-2.1	-16.3	-1.2	-17.6	-1.2	-4.9
Nc1ccccc1SC/C=C/CSc1ccccc1N	10.0	11.0	11.7	-3.0	5.0	6.3	6.1	5.8
COc1ccc(NC(=O)c2cc(CC(C)C)on2)cc1OC	-3.6	7.8	2.8	-2.9	5.3	-34.8	-4.1	0.5
CSc1ccc(C#N)cc1NC(=O)c1ccc(Cl)nc1	5.7	7.1	-5.1	9.8	5.8	-7.2	-3.7	-6.0
SMILES	Gli-Sufu antag	CCR6 antagonist	Apaf-1 inh	697 NFkB inh	UBC13 inh	Jurkat NFkB inh	EBI2 block	SENP8 block
CC1Cc2ccccc2N1C(=O)CCNS(=O)(=O)c1cccc2nsnc12 (stereo not given)	·	3.6	7.2	3.3	-3.1	-7.1	4.9	2.3
Cc1oc(-c2ccc(Cl)cc2)nc1CN1CCCN(C(=O)c2ccco2)CC1	13.4	3.7	14.5	-2.3	0.6	10.2	1.1	-3.0
CC(C)CN(C(=O)CN(C)C(=O)c1ccco1)c1c(N)n(CC(C)C)c(=O)[nH]c1=O	-12.6	6.9	4.5	-2.5	-0.7	-3.3	-4.3	-7.8
COc1cccc(OCCn2c(C)c(/C=N/n3cnnc3)c3ccccc32)c1	7.4	8.6	17.1	-3.2	7.7	2.5	3.9	-5.8
C=CCNC(=O)c1ccccc1NS(=O)(=O)c1ccc(SC)cc1	0.1	4.3	-18.7	24.7	4.4	12.8	-2.8	5.5
Oc1ccc(-c2csc(-c3cccnc3)n2)c(O)c1	-48.4	6.0	7.7	-138.8	4.0	-19.3	11.0	35.3
Cc1ccc(O)c(NC(=O)c2cc(-c3ccccc3Cl)on2)c1	7.9	-8.1	8.8	-39.3	-5.8	51.0*	16.9	0.1
COC(=O)[C@@H]1CCCN1Cc1c(C(=O)N2CCOCC2)nc2c(C)cccn12	26.6	1.8	-1.2	-9.7	-0.1	-3.2	-3.0	5.3
CN(C)C(CNC(=O)c1ccco1)c1cccs1 (stereo not given)	-3.3	-2.5	-11.7	-8.3	2.6	-2.1	-5.3	-4.3
Nc1ccc(-c2nc3cc([N+](=O)[O-])ccc3o2)cc1	-55.8	-8.1	-6.5	-172.0	-11.9	-179.6	1.2	38.1
COc1ccc(CC2c3cc(OC)c(OC)cc3CC[N+]2(C)CCC(=O)OCCCCCOC(=O)CC[N+]2(C)CCc3cc(OC)c(OC)cc3C2Cc2ccc(OC)c(OC)c2)cc1OC (stereo not given)	-0.1	7.4	-3.9	-6.0	11.7	7.7	-0.5	-1.5
COc1cccc(NC(=O)CSc2nc3ccccc3n2C)c1	25.9	9.4	2.0	-7.3	2.3	-3.8	26.9	6.4
CC(C)NS(=O)(=O)c1ccc(OCC(=O)Nc2cccc3ccccc23)cc1	-4.4	7.3	-3.4	-4.9	8.9	7.4	5.9	8.7
O=C(CC(SCCO)c1ccc(F)cc1)c1ccco1 (stereo not given)	1.6	11.5	-8.0	9.5	2.4	1.5	-4.8	-12.7
CCOC(=O)c1c(NC(=O)CSc2nnnn2-c2ccc(OC)cc2)sc(C)c1C	4.4	14.7	-3.1	23.5	21.0	21.3	-7.5	6.3
CCN(CC(=O)Nc1c(F)cccc1F)C(=O)CCNS(=O)(=O)c1ccccc1C(F)(F)F	-2.0	3.9	-0.2	21.2	5.0	0.8	-0.7	-6.7
CSc1nc(-c2ccc(F)cc2)cc(=O)[nH]1	-5.9	-3.5	4.2	4.3	-1.9	-5.6	-9.8	0.4
O=C(CSc1nc(O)cc(=O)n1-c1ccc(Cl)c(Cl)c1)Nc1ccc(Cl)cc1Cl	-9.4	17.5	-0.5	9.9	-14.5	-0.7	2.7	5.1
C/C(=N\Nc1nc2c(s1)CCCC2)c1ccc(Cl)cc1	-6.0	-37.1	23.0	-41.7	16.2	-50.6	-0.4	-3.6
CC1(C)CC(NS(=O)(=O)c2ccc(C(C)(C)C)cc2)CC(C)(C)N1	21.5	9.7	-4.3	1.4	0.2	-13.8	10.1	-9.5
c1ccc(CCN(Cc2ccccc2)Cc2nc(C3CC3)no2)cc1	-13.2	2.6	10.8	1.4	7.3	-6.5	16.7	4.3
COc1cccc(NC(=O)c2ccccc2-c2ccccc2)c1	0.5	4.2	3.6	-2.2	-5.3	-4.0	-0.2	9.9
CCOc1ccc(-n2c(C)cc(/C=C3/C(=N)N4C(=NC3=O)SN=C4S(C)(=O)=O)c2C)cc1	-0.4	14.6	17.1	11.1	-17.5	11.5	-1.4	4.0
COc1ccc(NC(=O)C2CC(c3ccc(OC)c(OC)c3)=NO2)cc1OC (stereo not given)	18.1	-0.1	2.6	9.8	3.5	3.5	-3.0	0.6
CCCn1c2ccc(C)cc2c2nnc(SCCN3CCOCC3)nc21	·	15.6	5.8	-23.9	-2.5	0.2	39.9	-2.2

An excerpt of these results, comma-delimited.
Molecule,Gli-Sufu antag,CCR6 antagonist,Apaf-1 inh,697 NFkB inh,UBC13 inh,Jurkat NFkB inh,EBI2 block,SENP8 block
Oc1ccc(-c2csc(-c3cccnc3)n2)c(O)c1,-48.4,6.0,7.7,-138.8,4.0,-19.3,11.0,35.3
O=C(CC(SCCO)c1ccc(F)cc1)c1ccco1 (stereo not given),1.6,11.5,-8.0,9.5,2.4,1.5,-4.8,-12.7
CC1Cc2ccccc2N1C(=O)CCNS(=O)(=O)c1cccc2nsnc12 (stereo not given),·,3.6,7.2,3.3,-3.1,-7.1,4.9,2.3
COc1ccc(NC(=O)C2CC(c3ccc(OC)c(OC)c3)=NO2)cc1OC (stereo not given),18.1,-0.1,2.6,9.8,3.5,3.5,-3.0,0.6
C/C(=N\Nc1nc2c(s1)CCCC2)c1ccc(Cl)cc1,-6.0,-37.1,23.0,-41.7,16.2,-50.6,-0.4,-3.6
COc1cccc(NC(=O)CSc2nc3ccccc3n2C)c1,25.9,9.4,2.0,-7.3,2.3,-3.8,26.9,6.4

Molecules from the list above with bromine (2):
SMILES	Gli-Sufu antag	CCR6 antagonist	Apaf-1 inh	697 NFkB inh	UBC13 inh	Jurkat NFkB inh	EBI2 block	SENP8 block
Cc1ccc2c(c1)-c1ncc(C(=O)c3cc(Br)ccc3O)cc1CO2	·	·	8.7	5.4	-1.0	-2.1	·	8.1
O=C1Nc2ccc(Br)cc2C1(O)Cc1ccncc1 (stereo not given)	14.8	-5.8	-13.7	17.8	6.8	8.1	-5.4	7.1

Further results follow:
SMILES	Gli-Sufu antag	CCR6 antagonist	Apaf-1 inh	697 NFkB inh	UBC13 inh	Jurkat NFkB inh	EBI2 block	SENP8 block
Cc1noc(C)c1C(=O)OCC(=O)NCCC1=CCCCC1	6.5	1.1	1.6	-1.3	2.8	6.3	7.1	-5.3
O=C(NNc1cccc(Cl)n1)C(F)(F)F	-0.6	8.0	-3.7	1.4	1.8	0.7	-0.1	-7.6
Cc1ccccc1Cn1cc(NC(=O)c2noc3c2CC(C(C)(C)C)CC3)cn1 (stereo not given)	4.2	-0.8	7.3	-23.9	-10.8	-19.1	37.5	6.3
COC(=O)c1ccc(NS(=O)(=O)c2cccc3cccnc23)cc1	-11.2	-3.3	-3.7	16.5	2.1	14.4	3.5	-4.4
CS(=O)(=O)NN1C(=O)c2ccccc2NC1c1cccs1 (stereo not given)	-4.2	3.2	-6.1	4.5	14.7	-1.9	0.2	9.7
COC(=O)c1ccc(C2C(C(=O)c3cc4ccccc4o3)=C(O)C(=O)N2CCCN(C)C)cc1 (stereo not given)	-1.1	-12.8	1.4	11.7	-1.1	8.0	-6.5	2.3
CC(=O)Nc1ccc(-c2ccc3nnc(C)n3n2)cc1	30.7	1.7	-9.0	-7.0	-11.7	0.0	0.6	-13.2
Cc1ccccc1Nc1cc(C(=O)NCC2CCCO2)c2ccccc2n1 (stereo not given)	5.8	12.6	0.9	4.2	-6.4	-12.5	-6.5	-3.1
c1ccc(-c2nc3c4ccccc4ccn3c2CN2CCCCC2)cc1	-7.5	23.0	-5.3	5.3	11.1	-4.1	-4.9	-3.2
O=C(CN1CCN(S(=O)(=O)c2ccc(F)cc2)CC1)Nc1ccc2c(c1)OCCO2	0.4	-7.9	9.2	-7.6	-10.9	-8.4	1.4	-7.0
O=S(=O)(NC(=NCc1ccccc1)c1ccccc1F)c1ccccc1	-4.0	7.8	-2.8	10.3	4.5	14.6	-3.1	-1.3
O=C(Cc1ccc(Cl)cc1)Nc1ccc2c(c1)C(=O)NC2=O	0.0	15.0	-3.2	18.7	3.5	-1.3	9.3	-3.7
O=C(CCS(=O)(=O)Cc1ccc(Cl)cc1)NCCc1ccccc1	-4.6	9.1	-13.2	10.4	-4.5	-1.1	1.7	-1.2
CN(CC(=O)Nc1cccc2ccccc12)C(=O)c1ccc(F)cc1F	-8.5	6.1	-8.8	13.5	2.1	-7.5	-2.2	-11.7
CCc1ccccc1NC(=O)CN1CCN(C(=O)C(C)NC(=O)c2ccc(Cl)cc2)CC1 (stereo not given)	-1.1	5.4	-4.8	-0.7	5.5	2.0	-8.5	10.7

Screening results (PubChem)
